Assay outcomes (PubChem)
Measles CPE: compounds protecting cells from measles virus cytopathic effect, primary screen, measles RdRp inhibitor project, single point, MLSMR library, absorbance; Measles virus-infected cells, CPE protection; protection (pct of control), % at 4 µM; 1.5% of 140,000 active; in the data active means protection mostly above about 24%, no sharp cut-off; inactive means mostly below about 26%; further: some compounds called inactive have numbers as strong as hits
GALR2 blocker: GALR2 antagonists in receptor-expressing cells, primary screen; inhibition, % at 4 µM; 0.39% of 140,000 active; AID 828, 2007; antagonist mode; in the data active means inhibition above about 27%;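 further: cells stimulated with galanin 1-16 at roughly its EC80; 0% = agonist challenge control and 100% = basal control without agonist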
Target sequence (O43603 whole entry, looked up): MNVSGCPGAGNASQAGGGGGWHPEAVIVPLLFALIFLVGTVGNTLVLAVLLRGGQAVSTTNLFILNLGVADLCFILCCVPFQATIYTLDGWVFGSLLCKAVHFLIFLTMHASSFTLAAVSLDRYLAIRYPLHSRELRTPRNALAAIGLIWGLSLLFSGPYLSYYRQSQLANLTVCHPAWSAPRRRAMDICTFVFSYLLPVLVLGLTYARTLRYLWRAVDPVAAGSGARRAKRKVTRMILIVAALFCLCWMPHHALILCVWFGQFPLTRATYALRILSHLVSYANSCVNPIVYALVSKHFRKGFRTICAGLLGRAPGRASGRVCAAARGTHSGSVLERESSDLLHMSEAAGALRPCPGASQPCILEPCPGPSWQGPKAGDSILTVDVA
Yeast life ext: compounds extending yeast replicative lifespan, primary screen, S. cerevisiae, OD615 | inhibition of the nicotinamide effect, % at 10 µM | S. cerevisiae growth with nicotinamide; deaD strain in restrictive glucose medium | 0.68% of 130,000 active;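 active means inhibition above a set limit, placed 3 SD over the median of all compounds, cut at about 26% in these data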;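 further: 0% = nicotinamide-treated wells and 100% = cells grown without nicotinamide; some compounds called inactive have numbers as strong as hits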
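Test system: DeaD-strain S. cerevisiae / Buffer or medium: restrictive glucose medium / Also added: nicotinamide 1.5 mM / Doses: one concentration, 10 µM, DMSO 0.25% / Schedule: 48 h at 30 °C / Signal: OD615 measurement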
Phagocytosis inh: inhibitors of macrophage phagocytosis, primary screen, imaging, J774A.1 cells, IgG beads | J774A.1 macrophage IgG-bead phagocytosis | inhibition, % at 5 µM | 0.07% of 110,000 active | AID 1029, 2008;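 active means inhibition above the mean of the plate negative controls plus 5 SD, cut at about 13% in these data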;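 further: phagocytic index as fraction of beads internalized from green versus red external bead signal; plate controls were DMSO negative control for no effect and cytochalasin-D positive control for full effect; some results beyond the cut were filed as inactive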
E-sel TNF inh: E-selectin induction blockers in HUVEC – imaging, immunofluorescence, high content, primary screen; HUVEC TNFa-induced E-selectin immunofluorescence; inhibition, % at 2 µM; 0.71% of 120,000 active;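 active means inhibition above the batch mean plus 3 SD, and confirmed as a hit on visual image review, cut at about 43% in these data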;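 further: 0% = TNF-stimulated DMSO wells and 100% = unstimulated control wells; not every result past the cut was called active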
MRP-1 activ: H69AR viability gain despite doxorubicin, primary screen, MRP-1 activator project, H69AR cells, CellTiter-Glo; viability rescue; viability increase, % at 10 µM; 0.61% of 140,000 active; AID 799, 2007;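 active means viability gain under doxorubicin at or above a set limit, the compound median plus 3 SD, cut at about 4.7% in these data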;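 further: MRP-1 overexpressing cells given doxorubicin 25 µM after compound pretreatment; 18-22 h compound pretreatment then 72 h with doxorubicin before readout; 0% = doxorubicin-only wells and 100% = vehicle-treated cells without doxorubicin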
BB579 growth dn: growth inhibitors of yeast BB579 in restrictive medium, primary screen, yeast lifespan-shortening project, S. cerevisiae; OD615, 48 h; AID 804, 2007; 0.51% of 140,000 active; inhibition, % at 10 µM;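 active means inhibition above a set limit, 3 SD over the mean compound inhibition, cut at about 44% in these data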; further: inactives centre near -24
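test system = yeast BB579 (DeaD) | buffer or medium = restrictive CSMM-D medium | doses = single compound dose of 10 µM, 0.25% DMSO final | times = 4 h preincubation and 48 h exposure at 30 °C | technique = culture absorbance at 615 nm | benchmarks = amphotericin B 10 µg/mL, positive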
NPY Y2 blocker: NPY-Y2 receptor antagonists, primary screen, cell-based; Neuropeptide Y receptor type 2 (Homo sapiens), P49146; NPY-Y2 expressing cells, antagonist mode; inhibition, % at 2.7 µM; 0.99% of 140,000 active; AID 793, 2007; in the data active means inhibition above about 17%;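 further: 0% = vehicle with agonist challenge and 100% = reference antagonist with challenge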
Target sequence (P49146 whole entry, looked up): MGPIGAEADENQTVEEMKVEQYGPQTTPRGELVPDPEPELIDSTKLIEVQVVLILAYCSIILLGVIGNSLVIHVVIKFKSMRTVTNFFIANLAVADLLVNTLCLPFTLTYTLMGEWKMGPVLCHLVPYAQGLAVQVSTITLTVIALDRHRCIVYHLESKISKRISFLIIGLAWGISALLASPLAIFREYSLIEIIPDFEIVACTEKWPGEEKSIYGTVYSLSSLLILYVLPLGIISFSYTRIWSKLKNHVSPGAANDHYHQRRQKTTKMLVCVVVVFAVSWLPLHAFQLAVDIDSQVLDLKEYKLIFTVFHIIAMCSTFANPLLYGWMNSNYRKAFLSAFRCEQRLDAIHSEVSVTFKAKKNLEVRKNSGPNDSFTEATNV
PTEN del growth: growth suppression of PTEN-null HCT116, primary screen, cell-based, CellTiter-Glo | HCT116 PTEN-null viability, 60 h; stronger effect = lower value | viability, % at 10 µM | 1.2% of 140,000 active | AID 827, 2007;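 active means viability at or below a set limit, 4 SD under the median of all tested compounds, cut at about 3.7% in these data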;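 further: PTEN knockout HCT116 line with beta catenin targeted HCT116 as companion control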
bCat KO growth: primary screen for growth suppressors in beta-catenin knockout HCT116 cells (colon tumor, human) | HCT116 beta-catenin knockout viability, CellTiter-Glo, 60 h; stronger effect = lower value | viability, % at 10 µM | 1.5% of 140,000 active | AID 818, 2007;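 active means viability at or under a set limit, the compound median less 4 SD, cut at about 6% in these data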;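 further: 0% = Hyamine 1622 control at 20 µM and 100% = untreated cell control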
* marks the source's active call; other numbers are inactive results; x = no result given.

SMILES | Measles CPE | GALR2 blocker | Yeast life ext | Phagocytosis inh | E-sel TNF inh | MRP-1 activ | BB579 growth dn | NPY Y2 blocker | PTEN del growth | bCat KO growth
CC1(C(=O)N(c2ccccc2)C(C(=O)NC2CCCC2)c2ccccn2)CC(=O)N=C2C=CC=CN21 (configuration not stated) | 16 | -17 | -7 | x | 3 | 1.4 | 5 | 2 | 98 | 103
Cc1ccc(C(=O)/C=C/c2c(C)nn(-c3ccccc3)c2Cl)cc1 | 60* | -13 | -15 | 0 | -18 | -5.2 | -70 | 6 | 26 | 21
O=C(C1CC1)N1CCC(c2nc(-c3ccc(S(=O)(=O)N4CCCC4)cc3)no2)CC1 | 8 | 5 | -7 | 0 | 1 | -0.3 | -24 | 3 | 72 | 97
CCC(CC)NC(=O)c1ccc2nc[nH]c2c1 | 12 | -9 | -10 | 0 | -16 | -0.1 | -26 | 1 | 110 | 95
O=C(CSc1nnc(-c2ccccc2O)o1)Oc1ccc(Br)cc1 | 6 | -8 | 4 | x | 6 | -0.2 | -31 | 8 | 105 | 104
COc1ccc(OC)c(NC(=O)c2cn(C)c(=O)c3cc(OC)c(OC)cc23)c1 | 0 | -1 | -5 | -1 | 6 | -1.7 | -3 | 1 | 104 | 88
c1ccc(CNc2ncnc3c2ncn3C2CCCCO2)cc1 (configuration not stated) | 4 | 0 | 0 | -1 | -25 | 1.2 | -13 | 6 | 93 | 93
O=C1c2ccccc2C(=O)N1CN(C(=O)COc1ccccc1)c1ccccc1 | 22 | 2 | -5 | -2 | -24 | -1.8 | -18 | 4 | 97 | 97
CCOC(=O)c1oc2ccccc2c1CSc1nnnn1-c1ccc(C)cc1 | 16 | 6 | 4 | x | -10 | -2.0 | -24 | 3 | 88 | 89
COc1ccc(-c2nc(Cc3ccc(Cl)cc3)no2)cc1OC | 4 | -8 | -22 | 0 | 15 | -0.1 | -43 | 11 | 96 | 87
C=CCn1cc(C(=O)N2CCN(C)CC2)c(=O)c2cc(S(=O)(=O)N3CCCC3)ccc21 | 2 | -10 | -5 | 0 | x | -0.5 | -15 | 0 | 111 | 93
COC(=O)c1ccc(N2OC3(C)C=CC2CC3)cc1 (configuration not stated) | 17 | -11 | 7 | 0 | x | 0.5 | -9 | 0 | 101 | 91
O=[N+]([O-])c1ccc(O)c2ncccc12 | 12 | 6 | -9 | x | x | -3.2 | 99* | 2 | 4 | 4.1*
COc1ccc(C2C(C(C)=O)=C(C)N=c3s/c(=C/c4ccc5c(c4)OCO5)c(=O)n32)cc1 (configuration not stated) | 9 | -8 | -6 | 0 | -2 | 1.6 | -79 | 4 | 81 | 82
CCOC(=O)Cn1c(=O)n(Cc2ccco2)c(=O)c2ccc(C(=O)NC3CCCC3)cc21 | 17 | 1 | -8 | 0 | -3 | -1.3 | -8 | 0 | 86 | 86
Cn1ccnc1Sc1nc2ccccc2nc1NS(=O)(=O)c1ccccc1 | 18 | 6 | -2 | x | -1 | 2.3 | -5 | 2 | 90 | 96
Cc1cccc(N2C(=O)CC(N3CCN(C(=O)c4ccccc4)CC3)C2=O)c1 (configuration not stated) | 15 | 1 | -12 | -2 | -14 | -0.3 | -35 | -1 | 104 | 87
CC(=O)NN1C(=O)c2ccc(Oc3ccc([N+](=O)[O-])cc3)cc2C1=O | 14 | -3 | -3 | x | -53 | -0.7 | -47 | 8 | 96 | 94
COc1ccccc1N1CCN(Cc2ccc(Br)o2)CC1 | 11 | 1 | -13 | -1 | x | 0.1 | -1 | 2 | 88 | 92
O=C(O)C1CC=CCC1C(=O)Nc1ccc(N2CCN(Cc3ccccc3)CC2)cc1 (configuration not stated) | 6 | 9 | 1 | -5 | x | -1.6 | -28 | 4 | 98 | 98
COc1ccc(OC)c(NC(=O)COC(=O)c2ccc(-n3cnnn3)cc2)c1 | 6 | -3 | -21 | 0 | 28 | -1.8 | -30 | 4 | 99 | 111
CC(=O)OC[C@H]1O[C@H](C/C=N/OC[C@@H](O)[C@H]2O[C@@H]3OC(C)(C)O[C@@H]3[C@H]2O)C=C[C@@H]1OC(C)=O | 5 | 1 | 3 | x | x | -1.4 | 4 | -2 | 96 | 93
O=C(CSc1nc2ccccc2c(=O)n1-c1ccccc1F)Nc1ccc2c(c1)CCC2 | 10 | 6 | 2 | -7 | 37 | -2.6 | -9 | 3 | 62 | 68
O=S(Cc1ccc(Cl)cc1)CC(O)COc1ccc(Cl)cc1 (configuration not stated) | 17 | -7 | -6 | 0 | x | 0.4 | -40 | 0 | 75 | 68

Random excerpt: 2 records from the list.
SMILES | Measles CPE | GALR2 blocker | Yeast life ext | Phagocytosis inh | E-sel TNF inh | MRP-1 activ | BB579 growth dn | NPY Y2 blocker | PTEN del growth | bCat KO growth
Cn1ccnc1Sc1nc2ccccc2nc1NS(=O)(=O)c1ccccc1 | 18 | 6 | -2 | x | -1 | 2.3 | -5 | 2 | 90 | 96
COc1ccccc1N1CCN(Cc2ccc(Br)o2)CC1 | 11 | 1 | -13 | -1 | x | 0.1 | -1 | 2 | 88 | 92

Continued.
SMILES | Measles CPE | GALR2 blocker | Yeast life ext | Phagocytosis inh | E-sel TNF inh | MRP-1 activ | BB579 growth dn | NPY Y2 blocker | PTEN del growth | bCat KO growth
O=S(=O)(c1cc(-c2nc3ccccc3s2)ccc1Cl)N1CCOCC1 | 3 | 3 | -11 | x | x | -1.2 | -13 | 3 | 97 | 95
CCC1Sc2ccccc2N(CC(=O)NC2CCCC2)C1=O (configuration not stated) | 11 | 9 | x | x | -6 | -1.6 | -34 | 4 | 88 | 95
Cc1ccc(-c2ccc(SCC(=O)Nc3ccc4c(c3)OCCO4)nn2)cc1 | 12 | 4 | -1 | -15 | x | -2.4 | -23 | 6 | 88 | 85
CCc1nnc(NC(=O)c2oc3cc(C)c(C)cc3c2C)s1 | 2 | 2 | 4 | -5 | 8 | -2.0 | -37 | 1 | 64 | 71
CC(C)CN1C(=O)C(NC(=O)C2CC2)(C(F)(F)F)C2=C1CC(C)(C)CC2=O (configuration not stated) | 20 | 5 | 4 | -5 | x | -1.2 | -54 | 2 | 90 | 79
CSc1nc(Oc2ccc(Cl)cc2)c2sccc2n1 | 5 | -4 | -14 | 0 | 30 | -0.7 | -74 | 1 | 86 | 82
O=C1c2ccccc2C(=O)N1CCN1CCc2ccccc21 | 5 | -7 | -9 | 0 | x | -0.5 | -30 | 0 | 79 | 76
COC(=O)c1ccc(Sc2ccccn2)c([N+](=O)[O-])c1 | 19 | -7 | -5 | -11 | 5 | -2.2 | -4 | 2 | 77 | 85
Cc1ccccc1OCC(=O)NNC(=O)Nc1ccc(Cl)cc1 | 3 | 7 | 10 | x | 14 | -3.0 | -52 | 9 | 14 | 10
CC1=C(C(=O)Nc2ccc(C)cc2C)C(c2cccc([N+](=O)[O-])c2)n2nc(C(=O)OC(C)C)nc2N1 (configuration not stated) | 1 | 7 | -2 | 1 | x | -1.2 | 1 | -2 | 96 | 101
CS(=O)(=O)N1N=C(c2ccc(Br)cc2)CC1c1ccc2c(c1)OCO2 (configuration not stated) | 7 | -2 | 2 | x | 38 | 2.1 | -18 | 5 | 93 | 89
NCCN1CCN(CCN)CC1 | x | 1 | -13 | -1 | 5 | -0.3 | -54 | 1 | 106 | 92
CCOC(=O)c1cc(CC)sc1NC(=O)c1ccc(N2C(=O)CCC2=O)cc1 | 2 | 5 | -19 | 2 | -31 | -2.8 | -9 | -1 | 103 | 103
CCCc1oc(C(=O)O)cc1CN1CCCC1 | 2 | -11 | -7 | -1 | x | 0.5 | -38 | 2 | 120 | 96
Cc1c(C(=O)Nc2ccccc2C(=O)N2CCOCC2)cccc1[N+](=O)[O-] | 15 | 11 | 1 | -2 | x | -1.3 | -30 | 2 | 99 | 101
CCOC(=O)N1CCN(C(=O)Cc2ccc(Cl)cc2)CC1 | 5 | -3 | -12 | 0 | -11 | -1.2 | -20 | 1 | 82 | 86
COc1cccc(-c2noc(-c3cccnc3)n2)c1 | 1 | -12 | -29 | -3 | 4 | -0.9 | 0 | 0 | 97 | 95
Cc1ccc(Nc2n[nH]c(C)c2[N+](=O)[O-])c(C)c1 | 5 | -6 | -2 | -6 | 3 | -1.7 | -36 | 2 | 99 | 95
COC(=O)c1ccc(NC(=S)N2CCN(Cc3ccccc3)CC2)cc1 | 6 | 1 | 27 | x | -44 | -0.1 | -52 | -3 | 100 | 92
O=C(c1cnn2ccccc12)N1CCCc2ccccc21 | 9 | 4 | -12 | 0 | 12 | -0.1 | -17 | 3 | 97 | 92
O=C(NC1CC1)c1sc2cc([N+](=O)[O-])ccc2c1Cl | 12 | 0 | -4 | -2 | -14 | 0.2 | -47 | 0 | 100 | 96
CC(CC(C)C(=O)Nc1ccccc1C(C)(C)C)C(=O)O (configuration not stated) | 10 | -4 | x | x | -26 | -1.2 | -9 | 3 | 100 | 94
CCCNC(=O)c1cc(-c2ccco2)on1 | 11 | 9 | -5 | x | -18 | -5.0 | -30 | 2 | 52 | 49
Cc1ccc2c(C)nc(Nc3nc(CSc4nnc(C)s4)cc(=O)[nH]3)nc2c1 | 4 | 1 | -9 | 4 | 18 | 0.7 | -35 | 0 | 87 | 80
N#CCSc1nnc(N)s1 | 9 | -2 | 0 | 2 | x | -1.0 | -29 | 2 | 84 | 88
COC(=O)CCC(=O)Nc1ccc(NC(=O)CCC(=O)OC)cc1 | 9 | -3 | -1 | 0 | -5 | 0.5 | 12 | 2 | 95 | 101
O=c1oc2ccccc2c2c1ncn2C1CCCCC1 | 38* | 5 | -11 | -5 | 0 | -2.0 | -23 | 0 | 70 | 84
CCOC(=O)N1CCN(C(=O)COc2cccc3c2CCN(Cc2cccc(C)c2)C3=O)CC1 | 5 | 2 | -4 | -9 | 69* | -1.5 | -3 | 2 | 93 | 93
Cc1cc(C)cc(NC(=O)CN2CCCN(S(=O)(=O)c3ccc(Br)s3)CC2)c1 | 14 | -7 | -7 | -1 | 24 | -1.8 | -76 | 8 | 58 | 53
Cc1cc(C)n(-c2ccc(C(=O)Nc3cccc(S(=O)(=O)N(C)C)c3)cc2)n1 | 11 | 25 | 0 | -16 | 4 | 5.8* | -33 | 5 | 36 | 36
COc1cc([C@H]2[C@@H]3CCCC[C@]3(O)CCN2CC(=O)Nc2ccc(C)cc2)ccc1O | 8 | 2 | -6 | 0 | -10 | -1.9 | -82 | -1 | 95 | 90
C=CCn1c(C)cc(C(=O)COC(=O)[C@@H](NC(=O)c2ccccc2Cl)C(C)C)c1C | 4 | 3 | -4 | -11 | -2 | 2.2 | 16 | 4 | 111 | 106
COc1cc(C(=O)NCc2cccc3ccccc23)cc(Cl)c1OC | 16 | -5 | -30 | -2 | -18 | -1.4 | -47 | 0 | 79 | 85
COc1ccc(S(=O)(=O)n2ccnc2)c2cccnc12 | 2 | -12 | -12 | 0 | -18 | -3.4 | -18 | 2 | 76 | 73
